Screens as filed in PubChem BioAssay.
SSB-PriA inh = inhibitors of Klebsiella pneumoniae PriA binding to SSB C-terminal tail, primary screen, biochemical, AlphaScreen | inhibition, % at 33 µM | actives 0.6% (n = 430,000) | AlphaScreen SSBct-PriA binding, biotinylated peptide | PriA–SSB C-terminal tail interaction (Klebsiella pneumoniae); in the data active = inhibition mostly above about 37%, no sharp cut-off; inactive = mostly below about 20%;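 note: plate controls were negative control peptide for no effect and reference peptide for full effect; strong numbers were not always called active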
An asterisk follows results filed as active; & = joins results of further samples. The list is partial; the hit share may differ from the screen's.

A first look, 5 compounds:
mol	SSB-PriA inh
Cc1cccc(NC(=O)C2CCN(c3ccc(-c4ccccc4)nn3)CC2)n1	-2
Cc1nnc(C2CCCN(C(=O)C3COc4ccccc4O3)C2)s1 (configuration not stated)	-14
CC(=NNC(=O)c1ccc(Br)o1)c1cc2c(cc1NC(=O)CCC(=O)O)OCO2	-5
Cn1c(=O)c2c(SCC(=O)NCc3ccco3)nc(C3CCCC3)nc2n(C)c1=O	-18
CN(C)c1cccc(C(=O)NCc2cncc(-c3cccs3)c2)c1	30

The whole of this part, from the start:
mol	SSB-PriA inh
Cc1cccc(NC(=O)C2CCN(c3ccc(-c4ccccc4)nn3)CC2)n1	-2
Cc1nnc(C2CCCN(C(=O)C3COc4ccccc4O3)C2)s1 (configuration not stated)	-14
CC(=NNC(=O)c1ccc(Br)o1)c1cc2c(cc1NC(=O)CCC(=O)O)OCO2	-5
Cn1c(=O)c2c(SCC(=O)NCc3ccco3)nc(C3CCCC3)nc2n(C)c1=O	-18
CN(C)c1cccc(C(=O)NCc2cncc(-c3cccs3)c2)c1	30
O=C(NCCc1nc(C2CC2)cc(C(F)(F)F)n1)c1ccncc1	11
O=C(Cn1cccc(-c2nc(-c3ccc(Cl)cc3)no2)c1=O)N1CCCc2ccccc21	-14&-2
O=C(CCSc1ccc(Cl)cc1)Nc1nc2c(Cl)cccc2s1	-21
CC(=O)c1ccc(NC(=O)/C=C/c2ccco2)cc1	-3
COC(CNS(=O)(=O)c1ccc(Br)s1)c1ccco1 (configuration not stated)	-33
CCn1c(SCC(=O)Nc2ccc(C)cc2Cl)nc2c(-c3ccccc3)csc2c1=O	-2
Cc1n[nH]c(C)c1S(=O)(=O)Nc1ccc2c(c1)CCCN2C(=O)c1cccs1	-1
CC(=O)Nc1ccc(NC(=O)c2c(C)coc2C)cc1	-1
CN(CC1CCCO1)S(=O)(=O)c1ccc(C(=O)Nc2sc3c(c2C#N)CCC3)cc1 (configuration not stated)	-6
Cc1c(Cl)cccc1NC(=O)CSc1nnc(C)c(=O)[nH]1	-1
Cn1nc(CCC(=O)Nc2ccccc2OC(F)(F)F)ccc1=O	-8
O=C(Cc1ccc(NC(=O)c2cnccn2)cc1)NC1CC1	-12
Cc1cccnc1NC(=O)NC1CC(=O)N(c2ccc3c(c2)OCCO3)C1 (configuration not stated)	-21
CCOC(=O)c1c(NC(=O)c2cccc([N+](=O)[O-])c2)sc(C)c1-c1ccccc1	17
Cc1ncc(N)c(C)c1Cl	3
O=C(CN(Cc1ccc(Cl)cc1)S(=O)(=O)c1cccnc1)NC1CCCC1	-9
O=C1CN(C(=O)COc2ccc(Cl)cc2)c2ccccc2N1	1
O=C(NCCn1cc(SCC(=O)N2CCOCC2)c2ccccc21)c1cccs1	4
COc1ccc(Cl)cc1NC(=O)CSc1nc(=O)n(CCN2CCOCC2)c2c1CCCC2	-6
CC(=O)Nc1nc(N2CCC(C(=O)NCc3cc(F)cc(F)c3)CC2)sc1C(=O)N1CCCC1	-4
Cc1nn2c(C(C)C)cc(C(=O)O)nc2c1-c1ccccc1	-13
CCSc1nnc(NC(=O)CSc2nnnn2-c2ccc(C)cc2C)s1	2
CCc1ccc(-c2ccc(=O)n(Cc3nc(-c4cc(OC)cc(OC)c4)no3)n2)cc1	2
CC(=O)Nc1ncc(S(=O)(=O)N2CCN(C(=O)c3cnn4c3CCCC4)CC2)s1	-10
Cc1cc(C)nc(NS(=O)(=O)c2ccc(NC(=O)COc3ccc(Cl)cc3Cl)cc2)n1	-13
O=C(CCCS(=O)(=O)c1ccc(F)cc1)N(Cc1ccccc1)Cc1ccccc1	-14&6
O=[N+]([O-])c1cccc(-c2nc(=S)c3c(n2Cc2ccco2)CCCC3)c1	5
N#Cc1cn(CC(=O)O)c(=O)[nH]c1=O	9
O=C(C1CCN(c2ncnc3c2sc2ncccc23)CC1)N1CCN(Cc2ccccc2)CC1	-13
Oc1ccc(CNc2cc(Cl)cc(Cl)c2)c2cccnc12	67*
CCOC(=O)c1ccc(NC(=O)c2nn(-c3ccccc3)c(=O)cc2OC)cc1	-2
O=C(Nc1nc2ccc(F)cc2s1)c1ccc2c(c1)CCCC2	-17
Cc1nc(C(=O)NCc2cnn3c2CCCC3)cs1	-24
CC(=O)c1cccc(NC(=O)CS(=O)(=O)c2ncc(-c3ccc(Cl)cc3)n2C)c1	25
CCCOc1cc(N2CCN(C(=O)Nc3ccc(F)c(Cl)c3)CC2)nc(C)n1	7
COc1ccc(C)c2sc(Cl)nc12	1
CC(C)(C)c1ccc(C(=O)NCc2ccsc2)cc1	-27&-2
COc1ccc(NC(=O)CN2CCC(C(=O)Nc3ccc4sc(C)nc4c3)CC2)cc1OC	14
Cn1cnc(-c2ccccc2)cc1=O	2
CC(=NNC(N)=S)c1cccnc1	2
Cc1nn(C2CCS(=O)(=O)C2)c(C)c1S(=O)(=O)NCc1nc2ccccc2[nH]1 (configuration not stated)	12
CCOCC(=O)N1CCN(C2CC2)CC1Cc1ccccc1 (configuration not stated)	-22
COc1ccc(Br)cc1C=NNC(=O)c1ccc(COc2ccc3c(c2)CCC3)o1	-15
Cc1nn(C2CCS(=O)(=O)C2)c2nc(-c3ccccc3)cc(C(=O)Nc3ccccc3F)c12 (configuration not stated)	5
CC(C)NC(=O)Cc1ccc(-n2c(=O)c3ccccc3n(CC(=O)NCCc3ccccc3)c2=O)cc1	-22
C=CCN1C(=O)C(C)(C)COc2cc(NC(=O)COc3ccc(Cl)cc3)ccc21	3
Cn1nc2cc(Br)ccc2c1C(=O)NC1CCN(c2nccs2)CC1	7
CCCNc1nc(SCC)nc2c1cnn2CCNC(=O)Cc1cccs1	-7
O=C(Nc1ccccc1-c1ccccc1NC(=O)c1ccc(Cl)s1)c1ccc(Cl)s1	-10
CC1(C)Cc2cccc(OCC(=O)NCC3CCS(=O)(=O)C3)c2O1 (configuration not stated)	-1
COc1ccc(OC)c(C(=O)Nc2sccc2C#N)c1	1
NC(=O)c1ccc(NC(=O)Cc2cc(-c3ccc(Cl)cc3)on2)cc1	-2
CN(C)S(=O)(=O)c1ccc(C(=O)N(Cc2cc(C3CC3)n(C)n2)C2CCCC2)cc1	-7
CCC(=O)N1CCN(Cc2nc(-c3ccc(F)cc3)cs2)CC1	-8
CC[C@@](CNC(=O)c1cccc(N(C)C)c1)(OC)c1ccccc1	1

More compounds follow:
mol	SSB-PriA inh
CC1SC(=NN=C2CCCCC2)NC1=O (configuration not stated)	-9
CC(=NNC(=S)NC1CCCCC1)c1ccc(C)o1	4
CN(C)c1ccc(NC(=O)/C=C\C(=O)N2CCOCC2)cc1	10
O=C(c1ccc(Cn2ccnc2)cc1)N1CCC(Oc2ncccc2Br)CC1	-6
COc1ccc(CCNC(=O)CSc2ncnc3ccccc23)cc1OC	5
O=C(OCc1cc(-c2cccs2)on1)C1(c2cccs2)CCCC1	-17
O=C(NCc1n[nH]c(=O)c2ccccc12)c1ccccc1Br	-2
COC(=O)c1sccc1S(=O)(=O)Nc1cnc2ccnn2c1	1
Cc1cc(N)n(-c2nc3c(cnn3-c3cccc(Cl)c3)c(=O)[nH]2)n1	0
Cc1cc(C(=O)Nc2cc(C)nn2-c2nc3ccccc3s2)on1	-23&-2
O=C(NCCc1nc2c(c(C(F)(F)F)n1)CCCC2)c1ccc2nsnc2c1	-3
CCc1ccc(N2C(=O)C3N=NN(Cc4nc(-c5ccccc5Cl)no4)C3C2=O)cc1 (configuration not stated)	-4

Rewritten with each value named: 2 of the compounds above
COC(=O)c1sccc1S(=O)(=O)Nc1cnc2ccnn2c1
- SSB-PriA inh: 1

Cc1cc(N)n(-c2nc3c(cnn3-c3cccc(Cl)c3)c(=O)[nH]2)n1
- SSB-PriA inh: 0

The list goes on:
mol	SSB-PriA inh
COc1ccc(CC(=O)Nc2cccc(N3CCCC3=O)c2)cc1	-3
Cc1ccc(C)c(NC(=O)CCC(=O)NN=Cc2cccnc2)c1	2
FC(F)(F)COc1nc(NN=Cc2cccnc2)nc(N2CCCCC2c2ccccn2)n1 (configuration not stated)	-3
COCCn1nnn(-c2ccc(NC(=O)CCS(=O)(=O)c3ccccc3)cc2)c1=O	-6
O=C(Nc1ccc(Cl)cc1)c1ccc(N2C(=O)c3ccccc3C2=O)cc1	-5
CCOc1ccccc1NC(=O)CSc1nc2c(-c3ccccc3)c[nH]c2c(=O)n1C	-15
COc1cc(C=NNC(=O)c2ccncc2)c([N+](=O)[O-])cc1OC	-2
O=C(Nc1ncnc2sccc12)c1cccc(C(F)(F)F)c1	-4
COC(=O)c1ccc(C(=O)N(Cc2ccoc2)Cc2cccs2)cc1	7
O=C(Cc1c[nH]c2ccccc12)NN=Cc1cccc(F)c1	9
C(=Nc1nc2ccccc2n1CCN1CCCCC1)c1ccc2c(c1)OCO2	-7
COc1ccc(S(=O)(=O)NN=C(C)c2ccncc2)c(OC)c1	6
CC(C)(C)OC(=O)N1CCCC(O)(C(=O)O)C1 (configuration not stated)	-9
Cc1ccc(C=NNC(=O)CCSc2ccccc2)cc1	-5
Cc1noc(C)c1CN1CCN(C(=O)c2c(F)cccc2Cl)CC1	-9
O=S(=O)(NC[C@H](O)c1ccc2c(c1)CCO2)c1ccc(C(F)(F)F)cc1	-14
Cc1cc(OC(=O)c2cc3cc([N+](=O)[O-])ccc3oc2=O)c(C)cc1CN1CCOCC1	-5
NCC1CN(c2cccc(Cl)c2)C(=O)O1 (configuration not stated)	-6
Cc1cc(NC(=O)c2ccc3nccnc3c2)no1	-6
O=C(Cn1nc(C2CC2)c2cnn(-c3ccc(F)cc3)c2c1=O)N1CCCC1	-1
Cc1ccccc1C(=O)Nc1ccc(-c2ccc3nnc(-c4ccncc4)n3n2)cc1	-9
O=S(=O)(c1ccc(Cl)cc1)c1nc(-c2ccco2)oc1NCc1ccc(F)cc1	18
COc1cc(OC)cc(C(=O)Nc2nc(CC(=O)Nc3cc(Cl)ccc3OC)cs2)c1	-6
CC(=NNc1nc(C)cc(C)n1)c1ccc(C)o1	1
CC(=O)Nc1ccc(C(=O)NCCNS(=O)(=O)c2ccc(C(F)(F)F)cc2)cc1	-2
Cc1nc(NC(=O)Nc2cccc(Cl)c2)sc1C(=O)NCc1ccco1	-14&0
Cc1c(N=Cc2coc3ccccc3c2=O)c(=O)n(-c2ccccc2)n1C	1
CCn1ccc(C(=O)N=c2sc3cc4c(cc3n2C)OCO4)n1	-10
NC(=NOC(=O)c1cccs1)c1cccc(Br)c1	-32
Cc1ccc(-c2nnc(NC(=O)Cc3ccc(Cl)s3)o2)c(C)c1	-8
CO[C@@H](CNC(=O)c1ccc(Cl)s1)c1ccccc1C	-7
CCOc1cn(-c2ccc(F)cc2)nc1C(=O)Nc1nnc(C)s1	-1
CCN(CC)S(=O)(=O)c1ccc(C(=O)NCC(=O)NN)cc1	10
O=C(NN=Cc1cccc([N+](=O)[O-])c1)C1CC(=O)N(c2ccc(Cl)cc2)C1 (configuration not stated)	-8
Clc1ccccc1-c1ccc(C=NNc2nncc(-c3ccccc3)n2)o1	-4
O=C(CSc1nnc2[nH]c(=O)ccn12)Nc1cccc([N+](=O)[O-])c1	0
Cc1ccc(Cl)c2sc(NC(=O)c3nc4ccccc4s3)nc12	-2
COc1ccc(-c2cc(=O)[nH]c(SCC(=O)Nc3oncc3-c3ccc(C)cc3)n2)cc1	-14
CS(=O)(=O)c1ccc(CC(=O)N(Cc2ccccn2)c2nc3ccc(Cl)cc3s2)cc1	-10
CCC(=O)Nc1ccc(S(=O)(=O)NCC2CCN(Cc3ccco3)CC2)c(C)c1	-3
O=C(NCC1CCCN1c1ccccc1)c1ccsc1 (configuration not stated)	1
COc1cccc2cc(C(=O)NCCc3c[nH]c4ccc(Cl)cc34)oc12	-13
COC(=O)c1ccc(S(=O)(=O)NC[C@H](O)c2sccc2C)cc1	-6
CN1C(=O)c2cccc(NC(=O)c3ccc(S(=O)(=O)N(C)CC4CCCO4)cc3)c2C1=O (configuration not stated)	-10
O=S(=O)(CCCOc1ccc(F)cc1)NCc1ccccc1Cl	-6
CC(C)c1nnc(C2CCN(Cc3csc(-c4ccccc4)n3)CC2)o1	0
CC(=O)Nc1nnc2n1CCS2	-14
O=C(NCCOc1ccc(-c2ccc(F)cc2)nn1)c1ccccc1[N+](=O)[O-]	-4
COc1cccc(C(=O)NCC(c2ccsc2)N2CCc3ccccc3C2)c1OC (configuration not stated)	2
O=C(C=CNc1ccccc1C(=O)O)c1cccs1	-5
CN(C)c1cncc(O[C@H]2CCN(C(=O)Cn3cccc3)C2)n1	-3
Cn1c(-c2ccc(Br)cc2)cnc1SCc1ccccc1	67*
COc1ccc(OCC(=O)NN=C(C)c2ccc(OC)cc2)cc1	-4
CC(Oc1ccc(Cl)cc1Cl)C(=O)NCCn1nc(-c2cccnc2)ccc1=O (configuration not stated)	-12
Cc1nc2ccccc2c(=O)n1N=Cc1ccccc1F	-7
CCOC(=O)CSC(C)C(=O)Nc1nnc(C)s1 (configuration not stated)	-13
Oc1ccc(C=NNC(=S)Nc2cccnc2)cc1O	20
CCC1CCCCN1CC(O)COc1ccc2c(c1)OCO2 (configuration not stated)	-2
O=C(NCCc1ccccc1)Nc1ccc(CN2CCN(c3ccccn3)CC2)cc1	14
Cc1ccc(COc2cn(CC(=O)NCCc3ccccc3)c(CO)cc2=O)cc1	5
CCN(CC)S(=O)(=O)c1ccc(NN=C(C)c2ccc3c(c2)OCO3)c([N+](=O)[O-])c1	17
COc1ccc(-n2ccnc2SCC(=O)Nc2ccc(Cl)cc2)cc1	49*
